LDHA inh = LDHA (human) enzyme inhibition. activity change, % (values are at about 110 or 230 µM). AID 1347041. 480,000 compounds, 0.15% hits. purified LDHA, NADH/diaphorase-resazurin fluorescence; stronger effect = lower value. P00338; in the data active = activity change below about -30%; inconclusive = mostly about -25% to -30%;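 also: plate controls were DMSO wells for no effect and wells without enzyme for full effect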
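Remaining NADH was detected by diaphorase (0.133 mg/mL) converting 37 µM resazurin to fluorescent resorufin, read at 0 and 20 minutes. The preceding 5-minute room-temperature reaction used 2 nM LDHA, 0.2 mM sodium pyruvate and 0.06 mM NADH at pH 7.4.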
* hit, by the source's call; ? = inconclusive.

molecule | LDHA inh
O=C(c1nc(-c2cccc3[nH]ccc23)no1)N1CCCC1 | 5
O=C(Cc1ccccc1Cl)N1CCN(c2ncnc3nc[nH]c23)CC1 | -1
COc1ccc(-c2nsc3c2NC(=O)CC3c2cc(OC)c3c(c2OC)OCO3)cc1 (configuration not stated) | 6
CCOC(=O)C(CC)Sc1nnc(CSc2ncccn2)n1-c1ccccc1 (configuration not stated) | 9
Fc1ccc(-c2nc(COc3ccc(Br)cc3)co2)cc1 | 2
CCC1CCCCN1C(=O)CN1C(=O)N(c2ccc(F)cc2)S(=O)(=O)c2ccccc21 (configuration not stated) | -1
O=C(NC(NC(=O)c1ccccc1)c1ccc(Cl)cc1)c1ccccc1 | 4
O=C(Nc1ccc(Br)cc1Cl)C12CC3CC(CC(C3)C1)C2 | 0
Cc1cccc(NC(=O)c2ccc3[nH]c(C)c(C)c3c2)c1 | 8
CCOc1ccccc1NC(=O)c1cc2cc(OC)ccc2n1C | 13
c1ccc(-c2nc(CSc3nnnn3C3CCCC3)co2)cc1 | 13
Cc1cc(OCc2coc(-c3ccccc3)n2)ccc1Cl | -6
CNC(=O)NCCC1CCN(C(=O)Nc2cccc(Cl)c2)CC1 | 0
CCc1ccc(C(=O)Oc2ccc(-c3ccccc3)cc2)cc1 | 5
CC1=C(C(=O)Nc2ccccc2)C(c2cccc(Cl)c2)N2C(=O)CSC2=N1 (configuration not stated) | -5
Cc1ccc(NC(=O)COc2ccc(Cl)cc2)c(C(=O)O)c1 | 12
Cn1c2ccc(Cl)cc2c2cc(Cl)ccc21 | 2
COC(=O)C1CCN(C(=O)CSc2nnc(-c3ccccc3Cl)n2C2CCCC2)CC1 | -4
CN(C)CCN1C(=O)C(O)=C(C(=O)c2cc3ccccc3o2)C1c1ccc(OCc2ccccc2)cc1 (configuration not stated) | 0
O=[N+]([O-])c1ccccc1S(=O)(=O)NC(c1ccccc1)c1cccs1 (configuration not stated) | -3
Cc1cc(C)cc(N(C)CC(=O)NC(N)=O)c1 | -1
Cc1ccc(NC(=O)CN(C)CC(=O)NC2(C#N)CCCC2)cc1 | 4
O=C(Nc1ccc(Cl)cc1F)C1CCCN1S(=O)(=O)c1ccc(Br)cc1 (configuration not stated) | -13
Cc1ccc(CC(=O)N2CCN(S(=O)(=O)c3ccccc3)CC2)cc1 | -6
CCOc1ccccc1C(=O)n1c(=O)oc2ccc(C(C)(C)C)cc21 | -6

Next section.
molecule | LDHA inh
Cc1ccc([N+](=O)[O-])cc1N=Cc1ccc(C#Cc2ccccc2)cc1 | 4
Cc1cc(SCC(=O)NC23CC4CC(CC(C4)C2)C3)nc2ccccc12 | -1
O=C(O)c1ccccc1NS(=O)(=O)c1ccc(N/N=C/c2cccs2)c([N+](=O)[O-])c1 | 2
C#CCN(CC(=O)NC(=O)NC)C1CCCCC1 | 12
COc1cccc(S(=O)(=O)Nc2c(NC3CCCCC3)c3ccccc3oc2=O)c1 | -2
CCOC(=O)C(C(=O)OCC)C(C(=O)OCC)(C(=O)OCC)C(C(=O)OCC)C(=O)OCC | 7
COCCn1c(-c2ccc(OC)cc2)nc2c1c(=O)[nH]c(=O)n2CC(C)C | -13
O=C(CSc1ncc(C(F)(F)F)cc1Cl)c1ccc[nH]1 | -15
CCCCCCNC(=S)Nc1ccc(Br)cc1 | -1
COc1cc(C2CC(=O)Nc3nc(N4CCCCC4)sc32)ccc1OCC(N)=O (configuration not stated) | 97
CCOC(=O)C1=C(CN2CCN(Cc3ccccc3)CC2)NC(=O)NC1c1ccccc1 (configuration not stated) | -5
NC(=O)C1=C(Nc2ccc(Br)cc2F)c2ccccc2S1(=O)=O | 0
CCC(Sc1nnc2c(=O)n(-c3ccc(F)cc3)ccn12)C(=O)Nc1cc(C)ccc1C (configuration not stated) | -6
COc1cc(C2SCCS2)ccc1OC(=O)COc1ccccc1C | 3
COc1ccc(-c2cnc(N)nc2-c2ccc(OCc3ccccc3F)cc2O)cc1OC | -1
CCOC(=O)c1noc2nc(C)n(CC(=O)Nc3cc(Cl)c(OC)cc3OC)c(=O)c12 | -8
Cc1ccc(C)c(N=C/C(C(=O)C(F)(F)F)=C(\O)c2cccs2)c1 | 8
CCn1nc(C(=O)Nc2cc(Cl)ccc2OC)c2ccccc2c1=O | -7
Cc1noc(CSc2ccccc2C(=O)N2CCCc3ccccc32)n1 | -2
Cn1c(SCc2csc(-c3ccccc3)n2)nnc1C1CC1 | -7
COCCn1c(SCC(=O)Nc2cc(C)c(Cl)cc2OC)nnc1-c1cccc(C)c1 | 1
CCNC(=O)CN(CC)CCc1ccccc1 | 3
O=C(COc1ccccc1Cl)Nc1ccc2oc(-c3ccc(F)cc3)nc2c1 | 7
CC(C)(CNC(=O)c1cc(-c2ccccc2F)on1)N1CCOCC1 | 5
N#Cc1c(C(F)(F)F)cc(-c2ccccc2)nc1SCc1ccccc1 | -7

For convenience, 3 of the compounds above:
molecule | LDHA inh
O=C(COc1ccccc1Cl)Nc1ccc2oc(-c3ccc(F)cc3)nc2c1 | 7
CC(C)(CNC(=O)c1cc(-c2ccccc2F)on1)N1CCOCC1 | 5
N#Cc1c(C(F)(F)F)cc(-c2ccccc2)nc1SCc1ccccc1 | -7

Next section:
molecule | LDHA inh
CC1CC2(CCCCCC2)Nc2ccc(F)cc21 (configuration not stated) | 2
O=C(NC(C1CC1)C1CC1)c1ccccc1Cl | -3
COc1ccc(NC(=O)COc2cc(C)cc(C)c2)c2cccnc12 | -13
Cn1cnnc1-c1cccc(NC(=O)Cc2cccc(F)c2)c1 | 1
CCN(C(=O)c1cccs1)c1nc(-c2ccc(C)cc2)cs1 | -19
CCn1nc(C(=O)OCC(=O)Nc2c(Cl)cc(Cl)cc2Cl)c2ccccc2c1=O | 3
COc1ccc(C=O)cc1OCc1ccc(F)cc1Cl | 5
O=C(OCC(=O)N1CCCc2ccccc21)c1ccccc1NS(=O)(=O)c1ccc(F)cc1 | 7
CCC(=O)NCC(c1ccsc1)N(C)C (configuration not stated) | 2
COc1ccc(-n2nc3ccc(NC(=O)c4ccccc4Br)cc3n2)cc1 | 0
CCN1CCN(c2ccc(NC(=O)c3ccccc3OC)cc2Cl)CC1 | -5
Cc1ccc(C(=O)Nc2cc(S(=O)(=O)N3CCCCC3)ccc2Oc2ccccc2)cn1 | 8
O=c1c2ccccc2c(-c2cccs2)nn1CC(O)COCc1ccccc1F (configuration not stated) | 1
Cc1ccc(NC(=O)Nc2cc(S(=O)(=O)N3CCOCC3)ccc2NCC2CCCO2)cc1 (configuration not stated) | -3
CCc1cc(=O)oc2cc(OC(C)C(=O)NCc3ccc(S(N)(=O)=O)cc3)ccc12 (configuration not stated) | 6
CSC1=N/C(=C\c2cccs2)C(=O)S1 | 5
O=C(Nc1ccc(Cc2ccncc2)cc1)C12CC3CC(CC(Br)(C3)C1)C2 | 6
COc1cccc(NC(=O)CSc2nnc(-c3ccc(C)cc3)c(=O)[nH]2)c1 | 8
Cc1ccc(C(=O)Nc2ccc3oc(-c4ccncc4)nc3c2)cc1C | -1
CCC(=O)Nc1cccc(C(=O)Nc2nnc(C3CC(=O)N(c4ccc(C)c(C)c4)C3)s2)c1 (configuration not stated) | 0
COc1cccc(CNC(=O)c2ncoc2-c2cccs2)c1OC | 6
Cc1noc2nc(-c3ccccc3)cc(C(=O)NCc3ccc(N4CCOCC4)nc3)c12 | 0
Cc1ccc(NC(=O)c2ncoc2-c2ccc(C)s2)c(C)c1 | -10
Cc1ccc(N/N=C/c2ccc(F)c(F)c2)cc1 | 5
c1ccc(-c2cc(CSc3ccc4c(c3)OCCCO4)no2)cc1 | 13

The list goes on:
molecule | LDHA inh
Cc1ccc(/C=C(\C#N)c2nc3ccccc3o2)cc1 | 3
CC(=O)Nc1ccc(S(=O)(=O)Nc2ccc3c(c2)N(S(C)(=O)=O)CC3)cc1 | -2
CC(C)c1cc(C(=O)Nc2ccc(NC(N)=O)cc2)c2ccccc2n1 | 9
CC1=CC(=O)C2=C(C)C[C@H](OC(=O)c3ccccc3Br)[C@@H]3[C@H](OC(=O)[C@H]3C)[C@@H]12 | 0
CCC(Sc1nc2ncccc2c(=O)n1Cc1ccccc1)C(=O)Nc1ccc(OC)cc1 (configuration not stated) | -20
CSc1cccc(NC(=O)N(C)CCc2noc(-c3ccc(C(=O)N4CCCCC4)cc3)n2)c1 | 3
CCOC(=O)c1cc2cc(C(=O)O)ccc2[nH]1 | 2
Cc1ccc(C)c(-c2nn(CC(O)COCc3ccccc3)c(=O)c3ccccc23)c1 (configuration not stated) | -1
OCCCc1nc2ccc(Br)cc2[nH]1 | -3
CCOC(=O)c1c(S(=O)(=O)Nc2ccc(OC)cc2OC)c(C)n(C)c1C | 2
COc1ccccc1OC(=O)COc1ccc(C)cc1Br | 3
CCC(NC(=O)C1CC1)c1ccc(C)cc1 (configuration not stated) | 4
CS(=O)(=O)c1ccc(C(=O)Nc2c(Cl)cc(NC(=O)c3cnccn3)cc2Cl)cc1 | 9
CC(C)n1nc(C(=O)Nc2ccc(F)c(F)c2)c2ccccc2c1=O | ?
Cc1ccc2nsnc2c1S(=O)(=O)O | 0
CCCCn1nnc(NCc2ccc(Cl)cc2)n1 | -12
Cc1ccc(CNC(=O)Cn2c(=O)ccc3cc(S(=O)(=O)N4CCC(C)CC4)ccc32)o1 | 16
COc1ccc(NC(=O)Cc2c(C)c3ccc(O)c(C)c3oc2=O)c(OC)c1 | -4
CC(C)Cc1ccc(-c2cnc(CCC(=O)NC3=NCCS3)o2)cc1 | 4
CC(=O)c1c(C)[nH]c(C(=O)C(C)OC(=O)c2ccc(F)cc2Cl)c1C (configuration not stated) | 10
N#Cc1nc(/C=C/c2cccs2)oc1N1CCCCCC1 | 0
CC(C)(CNC(=O)C1CCCC(C(F)(F)F)C1)C(N)=O (configuration not stated) | 2
CC(Nc1ccc([N+](=O)[O-])cn1)c1ccc(Cl)cc1Cl (configuration not stated) | 9
Cc1nc2cc(NS(=O)(=O)c3cc(F)ccc3F)ccc2o1 | 24
Cc1cc(C)nc(NNC(=O)CCNC(=O)c2ccccc2C)n1 | 6

Sorted by molecular weight (descending): some entries from above
molecule | LDHA inh
Cc1ccc(CNC(=O)Cn2c(=O)ccc3cc(S(=O)(=O)N4CCC(C)CC4)ccc32)o1 | 16
CC1=CC(=O)C2=C(C)C[C@H](OC(=O)c3ccccc3Br)[C@@H]3[C@H](OC(=O)[C@H]3C)[C@@H]12 | 0
CCOC(=O)c1c(S(=O)(=O)Nc2ccc(OC)cc2OC)c(C)n(C)c1C | 2
CCC(NC(=O)C1CC1)c1ccc(C)cc1 (configuration not stated) | 4

Reprinted at random: two entries already listed, in no set order.
molecule | LDHA inh
CC(C)Cc1ccc(-c2cnc(CCC(=O)NC3=NCCS3)o2)cc1 | 4
COc1ccccc1OC(=O)COc1ccc(C)cc1Br | 3

The list goes on:
molecule | LDHA inh
CC(=O)NCCc1ccc(C(=O)COC(=O)c2ccc(C)c(O)c2)s1 | -1
CC(=O)c1c(C)n([O-])c2cc(Cl)c(Cl)cc2[n+]1=O | 5
O=C(Cc1c[nH]c2ccccc12)OCc1ccc(Cl)c(Cl)c1 | 8
Cc1ccc(C)n1-c1c(C(=O)NCCN(C)C2CCCCC2)sc2ncccc12 | 8
Cc1ccc2nc(/C(C#N)=C/c3sccc3C)[nH]c2c1 | 16
COc1cc2ccccc2cc1C(=O)N1CCC(C(=O)c2ccc3c(c2)OCCO3)CC1 | 1
COc1ccc(Sc2nn3c(=O)cc(C)nc3s2)cc1 | 2
COc1cc(/C=C/C(=O)OC(C)C(=O)c2ccccc2)ccc1OCC#N (configuration not stated) | -13
COc1ccc(CCN(C)C(=O)C2CCCN(Cc3ccccc3)C2)cc1OC (configuration not stated) | 1
Cc1cccc(C(=O)NC(c2cccnc2)c2cc(C)ccc2C)c1 (configuration not stated) | 9
Cc1cccc(Cc2sc(N)nc2C)c1 | -2
Cc1c(C(=O)N2CCOCC2)c(S(=O)(=O)NCCc2ccc(Cl)cc2)c(C)n1C | -10
Cc1cccc(-n2cc(-c3ccccc3)c3c(N4CCCC4)ncnc32)c1 | 3
COc1cc(C)cc2oc(=O)c(CC(=O)Nc3ccc(NC(C)=O)cc3)c(C)c12 | -1
Cc1cc(SCC(=O)Nc2sccc2C(N)=O)nc2ccccc12 | 4
CCOC(=O)Cc1cc(=O)n2[nH]c(NCc3cccc(C)c3)nc2n1 | -5
COc1cc(C(=O)Nc2cc(Cl)ccc2O)ccc1OC(C)=O | 17
Ic1nc[nH]c1I | -3
Cc1ccc(C(=O)N(Cc2cccs2)C2CC2)o1 | 2
CCOC(=O)C1CCC(CNC(=O)N2CCCC2c2ccc(Cl)cc2)CC1 (configuration not stated) | -6
CCn1c(SCC(=O)N(C)Cc2ccc(-c3ccc(Br)cc3)o2)nnc1C1CC1 | 2
CCC(CO)Nc1nc2c(c(=O)n(Cc3ccc(Cl)cc3Cl)c(=O)n2C)n1C (configuration not stated) | 1
Cc1cccc(OCC(=O)OCC(=O)c2ccc3c(c2)OCO3)c1 | 5
COc1ccc(NC(=O)Nc2c(NC3CCCC3)c3ccccc3oc2=O)cc1OC | -10
Cn1ccnc1Sc1nc2c(c(=O)n(C)c(=O)n2C)n1Cc1c(Cl)cccc1Cl | 2

The listing continues.
molecule | LDHA inh
CN(CC(=O)Nc1ccc(F)cc1)C(=O)COC(=O)Cc1n[nH]c(=O)c2ccccc12 | 9
Cc1ccc(NC(=O)c2nc3ccccc3nc2Cl)c(C)c1 | 1
CCCc1cc(C(=O)OC)c(NC(=O)Cc2c(Cl)cccc2Cl)s1 | 10
COc1ccc(Cl)cc1NC(=O)COC(=O)CCS(=O)(=O)c1ccc(C)c(C)c1 | 2
Cc1nn(CCC(=O)Nc2ccc(F)cc2)c(C)c1S(=O)(=O)N1CCC(C)CC1 | -3
O=C(NCCc1c[nH]c2ccc(Cl)cc12)C1CCN(c2nc(Cl)nc3nc[nH]c23)CC1 | 3
O=C1/C(=C/c2ccc3ccccc3c2)Cc2ccccc21 | 10

Bioassay records (PubChem BioAssay)

Not all compounds are listed (hit frequency here may not be typical).
